Bioassay records: PubChem, National Center for Advancing Translational Sciences (NCATS)
BLM inh: Bloom syndrome helicase (human) inhibition. Potency, µM (series often up to 56.1 µM), inactives show at the highest dose activity change, negative = inhibition, most hits filed as inhibitors. 350,000 tested, 0.2% active. recombinant BLM DNA unwinding, fluorescence dequenching. P54132;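 also: plate controls were vehicle for no effect and no enzyme for full effect; nearly all actives have a fitted effect of over 35% in size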
BAZ2B inh: blocks human BAZ2B | Q9UIF8 | AlphaScreen BAZ2B-H3K14Ac peptide displacement | Potency, µM (highest dose often 114 µM), inactives show at the highest dose activity change, negative = inhibition, usual class: inhibitors | 360,000 tested, 4.4% active; also: % is scaled to controls: 0 for no effect and ±100 for the full control effect; nearly all actives have a fitted effect of over 60% in size
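AlphaScreen displacement of biotin-H3(5-23)K14Ac peptide (50 nM final) from BAZ2B (50 nM final) in PBS pH 7.4, 0.01% Tween-20; complex preformed 30 min RT, then compounds (top 110 uM) 30 min RT, beads 20 min dark.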
G9a block: G9a (human) methyltransferase inhibition; Q96KQ7; G9a H3K9 monomethylation, AlphaScreen, 2 h; Potency, µM (series often up to 102 µM), inactives show top-dose activity, negative = inhibition, most hits filed as inhibitors; 350,000 tested, 8.8% active; also: % is scaled to controls: 0 for no effect and ±100 for the full control effect; nearly all actives have a fitted effect of over 75% in size
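Using a bead-based AlphaScreen, monomethylated H3K9 product from 2 h room-temperature reactions (G9a 20 nM, peptide 500 nM, SAM 20 uM) was detected with 0.5 ug/mL rabbit anti-H3K9me1 antibody.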
Pin1 inhibitor: inhibitors of human Pin1; 390,000 tested, 0.009% active; Pin1 FP peptide displacement, HiFluor488, 10 min; Potency, µM (series often up to 115 µM), for inactives: at the top dose activity, negative = inhibition, usual class: inhibitors; AID 504891; active = well fitted inhibition curve with a large enough effect in the polarisation, with a control signal flat, not every such curve was filed as active; inconclusive = small, poorly fitted or top-dose-only effect, or effect the other way, or a change in a side signal; inactive = no such curve, though single readings can be large or run the other way; the % refers to the polarisation; also: % is scaled to controls: 0 for no effect and ±100 for the full control effect
Target sequence (Q13526 whole entry, looked up): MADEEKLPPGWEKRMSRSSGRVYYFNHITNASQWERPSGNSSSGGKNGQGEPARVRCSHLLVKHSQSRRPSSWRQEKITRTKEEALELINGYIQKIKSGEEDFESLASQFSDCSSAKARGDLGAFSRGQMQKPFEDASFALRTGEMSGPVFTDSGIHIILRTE
HP1b binding inh: blocks HP1-beta chromodomain binding to methylated histone tails | 390,000 tested, 0.56% active | P83916 | AID 540317 | Potency, µM (top dose mostly 114 µM), for the others: at the highest dose activity change, negative = inhibition, hits mostly inhibitors | AlphaScreen HP1-beta / biotin-H3K9me3 peptide binding; also: nearly all actives have a fitted effect of over 70% in size; inactives centre near 23
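HP1-beta protein (50 nM final) preincubated 30 min at room temperature with biotinylated H3(1-18)K9me3 peptide (50 nM) in PBS pH 7.4, 0.01% Tween-20, then compound added for 30 min. AlphaScreen streptavidin donor/nickel chelate acceptor beads (10 ug/mL final), 30 min dark, luminescence read.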
Tb PGK inh: T. brucei PGK inhibition | PGK/GAPDH coupled, Kinase-Glo luminescence, 60 min | Potency, µM (series often up to 57.5 µM), inactives show at the highest dose activity change, negative = inhibition, actives largely listed as inhibitors | 380,000 tested, 0.043% active | AID 602233; also: % is scaled to controls: 0 for no effect and ±100 for the full control effect; nearly all actives have a fitted effect of over 60% in size
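Luminescent ATP detection (Kinase-Glo Plus) follows a 60-minute room-temperature incubation, with wells lacking PGK as controls. Buffer: 100 mM TEA (pH 7.6), 5 mM MgCl2, 0.01% Tween-20. Coupling enzyme GAPDH (100 nM final) supplies unstable 1,3-BPG in-well.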
Pol iota inh: blocks human DNA polymerase iota activity; Potency, µM (series often up to 115 µM), without a hit: at the highest dose activity, negative = inhibition, most hits filed as inhibitors; 390,000 tested, 1% active; Q9UNA4; AID 588590; Pol iota fluorescent replication assay, 10 min
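Fluorescent replication assay read twice, at 0 min and 10 min after adding 50 nM (final) substrate. Enzyme (10 nM) and compounds were first incubated 15 min at room temperature; enzyme-free buffer wells were negative controls.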
JMJD2A Tudor: blocks the human JMJD2A Tudor domain | O75164 | 390,000 tested, 4.4% active | AlphaScreen JMJD2A-Tudor / H3K4me3 peptide binding | Potency, µM (top dose mostly 114 µM), without a hit: at the top dose activity change, negative = inhibition, most hits filed as inhibitors; also: % is scaled to controls: 0 for no effect and ±100 for the full control effect; nearly all actives have a fitted effect of over 50% in size
GLS inh: glutaminase GLS (human) inhibition. Potency, µM (doses to about 45.5 µM), without a hit: top-dose activity change, negative = inhibition, usual class: inhibitors. AID 624170. GLS enzymatic activity, qHTS titration. O94925. 410,000 tested, 0.21% active; also: % is scaled to controls: 0 for no effect and ±100 for the full control effect
Target sequence (O94925 whole entry, looked up): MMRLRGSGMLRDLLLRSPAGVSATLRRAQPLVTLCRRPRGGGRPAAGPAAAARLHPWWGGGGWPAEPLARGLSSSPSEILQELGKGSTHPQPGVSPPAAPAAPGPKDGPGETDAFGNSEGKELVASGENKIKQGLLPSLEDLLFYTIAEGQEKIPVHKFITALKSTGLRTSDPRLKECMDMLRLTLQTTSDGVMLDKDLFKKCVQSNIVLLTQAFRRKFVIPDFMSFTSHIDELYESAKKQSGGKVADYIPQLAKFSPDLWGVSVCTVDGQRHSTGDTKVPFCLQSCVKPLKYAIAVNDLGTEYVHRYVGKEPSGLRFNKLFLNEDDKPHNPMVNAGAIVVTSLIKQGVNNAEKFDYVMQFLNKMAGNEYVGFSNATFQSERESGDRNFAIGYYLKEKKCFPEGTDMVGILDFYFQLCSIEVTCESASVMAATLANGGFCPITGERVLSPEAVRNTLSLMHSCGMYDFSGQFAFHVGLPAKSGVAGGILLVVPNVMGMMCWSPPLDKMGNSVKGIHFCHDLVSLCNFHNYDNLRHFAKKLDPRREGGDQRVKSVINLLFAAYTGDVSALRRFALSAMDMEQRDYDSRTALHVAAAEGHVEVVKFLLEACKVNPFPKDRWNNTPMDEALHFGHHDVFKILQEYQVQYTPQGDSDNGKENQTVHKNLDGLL
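hKGA; 45 mM KH2PO4 pH 8.2 + 0.02% Tween-20; cpd via pin tool; 1 mM Gln soln; GluOx/HRP/Amplex Red; RT 30 min; fluor. t0 & final.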
The depositor's hits bear a star; i = inactive; ? = inconclusive; . = not tested or not shown; [ ] = dose if it differs, or a comment. Unless noted, calls follow the shape of the dose curve; as a rule, active = well fitted curve in the direction sought with a large enough effect; inconclusive = small, poorly fitted or top-dose-only effect, or another doubt; inactive = no such curve, though single readings can be large; an effect the other way counts as inactive or inconclusive. Potency is read from the fitted curve at half-maximal effect. Not all compounds are listed. The share of hits here may be higher or lower than overall.

1) O=[N+]([O-])c1ccc(Sc2n[nH]c(-c3ccc(Cl)cc3Cl)n2)nc1
2) N=C(N)CCCOc1ccccc1-c1ccccc1
3) O=C(O)c1cc(N2CCCCC2)ccn1
4) COc1ccc(-c2cn3c(n2)sc2cc(C(=O)N4CCCCC4)ccc23)cc1
5) O=C(NC1CCC(O)CC1)c1ccc(NS(=O)(=O)c2cccc([N+](=O)[O-])c2)cc1 (configuration not stated)
6) COc1ccc(CCC(C)Nc2cccc(C)c2)cc1 (configuration not stated)
7) CN1C(=O)/C(=C/c2ccc(O)c([N+](=O)[O-])c2)NC1=S
8) CCc1cc(C(=O)N2CCN(S(=O)(=O)c3ccc(Cl)cc3)CC2)sc1C
9) NS(=O)(=O)c1ccc(NNC(=O)c2ccccc2)cc1
10) O=C(Cc1c(F)cccc1Cl)Nc1ccccn1
compound no.,1,2,3,4,5,6,7,8,9,10
BLM inh,-2%,-6%,.,1%,.,-3%,-9%,.,0%,-6%
BAZ2B inh,-33%,2%,.,-17%,-12%,-29%,?,3%,7%,?
G9a block,18%[59 µM],5%[59 µM],.,-5%[59 µM],19%[12.7 µM],?,40µM*,-11%[12.7 µM],.,6%[59 µM]
Pin1 inhibitor,1%,-4%,-5%,6%,2%,?,-1%,8%,1%,8%
HP1b binding inh,40%[activator],38%,29%,28%,37%,16%,2%,22%,35%[activator],25%
Tb PGK inh,0%,-5%,-6%,i,-3%,5%,-16%,5%,5%,2%
Pol iota inh,11%,25%,0%,-3%,?,10%,1%,17%,6%,186%[activator]
JMJD2A Tudor,-21%,3%,1.6µM*,-16%,14%,-33%,-32%,-9%,-3%,-1%
GLS inh,-1%,-4%,-8%,5%,-1%,0%,-1%,13%,25%,-1%

Records above that bear a hit mark in G9a block:
7) CN1C(=O)/C(=C/c2ccc(O)c([N+](=O)[O-])c2)NC1=S
compound no.,7
BLM inh,-9%
BAZ2B inh,?
G9a block,40µM*
Pin1 inhibitor,-1%
HP1b binding inh,2%
Tb PGK inh,-16%
Pol iota inh,1%
JMJD2A Tudor,-32%
GLS inh,-1%

Other structures.
11) Cc1ccccc1OC1CCN(C(=O)c2cc(COc3ccccc3)on2)CC1
12) COc1cccc(N2CC(NC(=O)c3cccs3)CC2=O)c1 (configuration not stated)
13) CC(C)Cc1nccs1
14) Fc1ccc(-c2csc(=S)[nH]2)cc1
15) CC1=NN(c2cc(Cl)c(S(=O)(=O)O)cc2Cl)C(=O)C1
16) CCCNC(=O)c1ccc(N2CCC3(CC2)CC(c2cccc(Br)c2)=NO3)c(NC(=O)c2cccc(C)c2)c1
17) Cc1ccccc1-c1nc(CS(=O)(=O)CC(=O)NCCCN2CCOCC2)c(C)o1
18) Cc1ccc(S(=O)(=O)ON2C(=O)c3cccc4cccc(c34)C2=O)cc1
19) NC(=O)CC(NSc1ccccc1[N+](=O)[O-])C(=O)O (configuration not stated)
20) CC(C)CN(CCCNC(=O)CC1Oc2ccccc2NC1=O)CC(C)C (configuration not stated)
compound no.,11,12,13,14,15,16,17,18,19,20
BLM inh,-16%,2%,.,-4%,.,.,-1%,0%,-2%,0%
BAZ2B inh,10%,-23%,-3%,50µM*,.,-5%,?,-2%,?,-2%
G9a block,94%[activator],2%[59 µM],2%[12.7 µM],?,.,11%[2.33 µM],-43%,28%[59 µM],?,-34%[59 µM]
Pin1 inhibitor,-2%,0%,-5%,-10%,?,4%,-8%,4%,?,-3%
HP1b binding inh,54%[activator],-9%,34%,-25%,14%[57 µM],13%,26%,54%[activator],-8%,12%
Tb PGK inh,-6%,6%,-6%,i,?,-1%,i,.,8%,2%
Pol iota inh,11%,-14%,2%,-8%,?,28%,1%,13%,?,8%
JMJD2A Tudor,29%,3%,3%,22µM*,89µM*,-12%,-1%,-24%,35µM*,?
GLS inh,2%,-5%,-4%,0%,42%[activator],8%,-13%,-2%,23%,10%

Arranged by the number under Pin1 inhibitor (smallest number first): some entries from above
entry | structure | Pin1 inhibitor
14 | Fc1ccc(-c2csc(=S)[nH]2)cc1 | -10%
3 | O=C(O)c1cc(N2CCCCC2)ccn1 | -5%
11 | Cc1ccccc1OC1CCN(C(=O)c2cc(COc3ccccc3)on2)CC1 | -2%

(continued)
21) CCn1cc(CNCc2cn[nH]c2-c2cc3ccccc3o2)cn1
22) Cc1cc2c(c(=O)n1CCCn1ccnc1)C(c1ccco1)C(C#N)=C(N)O2 (configuration not stated)
23) Cc1ccccc1N(CC(=O)NCCc1ccccc1)C(=O)c1csnn1
24) CCC(Sc1nc2nccnc2c(=O)n1Cc1ccc(F)cc1)C(=O)NC1CCCCC1 (configuration not stated)
25) CCc1c(C)nc(N2CCN(c3ccccc3)CC2)[nH]c1=O
26) CNC(=O)c1cc2cc(Cl)cc(OC)c2oc1=O
27) C/C(=N/NC(=O)C(O)(c1ccccc1)c1ccccc1)c1ccc([N+](=O)[O-])o1
28) Cc1cccc2cc(CN(Cc3ccco3)S(=O)(=O)c3ccc4c(c3)OCCO4)c(=O)[nH]c12
29) CCCC(=O)Nc1ccc(-c2ccc(NC(=O)CCC)cc2)cc1
30) CC(C)[C@H](NC(=O)[C@@H]1Cc2ccccc2CN1C(=O)OC(C)(C)C)C(=O)NCc1ccco1
compound no.,21,22,23,24,25,26,27,28,29,30
BLM inh,3%,-2%,-4%,2%,-2%,.,-11%,-3%,-3%,-2%
BAZ2B inh,35%,-7%,-11%,4%,16%,.,-13%,-1%,-1%,-24%
G9a block,22%,?,-5%,13%[59 µM],.,.,-46%,-11%,11%[59 µM],-3%
Pin1 inhibitor,12%,?,-5%,2%,0%,-3%,1%,7%,1%,-5%
HP1b binding inh,36%,58%[activator],27%,46%[activator],38%,47%[activator],4%,-14%,42%[activator],26%
Tb PGK inh,-1%,i,i,i,-7%,i,-12%,-3%,1%,-2%
Pol iota inh,7%,1%,37%[activator],21%,-17%,7%,?,4%,-4%,-2%
JMJD2A Tudor,-8%,-25%,0%,-1%,-6%,-3%,-25%,-26%,3%,-10%
GLS inh,-4%,8%,1%,-3%,24%,7%,159%[activator],-3%,-7%,-13%

A second format for part of the listing above:
#23 Cc1ccccc1N(CC(=O)NCCc1ccccc1)C(=O)c1csnn1
  BLM inh: -4%
  BAZ2B inh: -11%
  G9a block: -5%
  Pin1 inhibitor: -5%
  HP1b binding inh: 27%
  Tb PGK inh: i
  Pol iota inh: 37%[activator]
  JMJD2A Tudor: 0%
  GLS inh: 1%
#24 CCC(Sc1nc2nccnc2c(=O)n1Cc1ccc(F)cc1)C(=O)NC1CCCCC1 (configuration not stated)
  BLM inh: 2%
  BAZ2B inh: 4%
  G9a block: 13%[59 µM]
  Pin1 inhibitor: 2%
  HP1b binding inh: 46%[activator]
  Tb PGK inh: i
  Pol iota inh: 21%
  JMJD2A Tudor: -1%
  GLS inh: -3%

The list goes on.
31) Cc1ccc(C)c(S(=O)(=O)N2CCCOC2CNC(=O)C(=O)NCc2cccs2)c1 (configuration not stated)
32) Cc1cc(C)c(C#N)c(SCc2ccc([N+](=O)[O-])cc2)n1
33) Cc1[nH]c2ccccc2c1C(=O)COC(=O)C1CC(=O)N(Cc2ccco2)C1 (configuration not stated)
34) CC1CC(C)CN(CCCNC(=O)c2ccc3c(SCC(=O)O)c4c(nc3c2)CCC4)C1 (configuration not stated)
35) Cn1c(N)c(C(=O)CSc2nnc(C3CC3)n2Cc2ccccc2)c(=O)n(C)c1=O
36) Cn1c(SCC(=O)c2ccccc2)nnc1-c1cccs1
37) CC1(C)C(=O)OC(c2cccs2)C(C)(C)C1=O (configuration not stated)
38) O=C(NC(=S)Nn1cnc2c(cnn2-c2ccccc2)c1=O)c1ccc(Cl)cc1
39) CCN(c1ccccc1)S(=O)(=O)c1nnc(NC(=O)CC(C)C)s1
40) CN(CC1COc2ccccc2O1)C(=O)CSc1ncnc2sccc12 (configuration not stated)
41) S=C(NCCCn1ccnc1)Nc1cccc(Cl)c1
compound no.,31,32,33,34,35,36,37,38,39,40,41
BLM inh,-2%,1%,0%,-12%,.,-7%,1%,7%,-6%,.,-4%
BAZ2B inh,-4%,-29%,-38%,-19%,.,-19%,?,10%,1%,9%,45µM*
G9a block,?,1%,?,.,.,?,-4%,45µM*,5%,?,79µM*
Pin1 inhibitor,-3%,-10%,-5%,0%,7%,1%,?,-4%,4%,12%,-6%
HP1b binding inh,23%,18%,5%,18%,20%[57 µM],19%,15%,1%,11%,37%,42%[activator]
Tb PGK inh,9%,-1%,-8%,-8%,-3%,i,10%,-7%,4%,-3%,i
Pol iota inh,5%,64%[activator],-2%,30%,24%,-5%,.,44%[activator],117%[activator],-11%,34%[activator]
JMJD2A Tudor,-5%,-5%,-27%,-19%,-9%,-18%,42%[activator],-31%,-3%,6%,-12%
GLS inh,0%,0%,-11%,0%,-1%,-1%,1%,0%,-5%,-3%,-4%
